Assay outcomes: PubChem, several laboratories
Calpain2 inh = inhibitors of pig calpain II; purified calpain II, fluorogenic peptide substrate, 30 min; inhibition, % at 16 µM; 220,000 compounds, 0.37% hits; AID 1236;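 active means inhibition above about 50%, limit read from the data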
KLK5 inh = blocks human kallikrein 5 protease activity. recombinant hK5, fluorogenic AMC substrate cleavage. inhibition, % at 5 µM. 210,000 compounds, 0.59% hits;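 active means inhibition of 40% or more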;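 further: 0% = enzyme controls without compound and 100% = no-enzyme blanks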
Rad51 HR inh = Rad51 (human) homologous recombination inhibition. inhibition, % at 10 µM. hRad51 DNA strand exchange, fluorescence dequenching. 200,000 compounds, 0.085% hits. Q06609;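 active means inhibition above 40% at the single screening dose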;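 further: 0% = DMSO control wells and 100% = blanks with heterologous ssDNA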
Target sequence (Q06609 whole entry, looked up): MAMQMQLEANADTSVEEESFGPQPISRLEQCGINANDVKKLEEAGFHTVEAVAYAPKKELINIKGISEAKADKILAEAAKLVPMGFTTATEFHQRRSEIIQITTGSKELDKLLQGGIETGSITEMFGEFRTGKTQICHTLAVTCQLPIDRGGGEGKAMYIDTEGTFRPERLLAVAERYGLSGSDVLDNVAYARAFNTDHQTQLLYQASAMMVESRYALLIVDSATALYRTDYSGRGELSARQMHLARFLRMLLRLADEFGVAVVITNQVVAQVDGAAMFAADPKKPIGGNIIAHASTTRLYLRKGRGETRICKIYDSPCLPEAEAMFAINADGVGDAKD
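material = hRad51 filaments on single-stranded DNA | reagent = Donor/quencher-labelled 47-bp dsDNA substrate | compound = 10 µM final, single point | schedule = strand-exchange reaction 15 min at room temperature | measured by = fluorescein emission 520 nm, excitation 485 nm | read-out basis = % inhibition versus plate control and blank means | benchmarks = plate controls and plate blanks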
FXIa inh 1536 = inhibitors of human coagulation factor XIa; P03951; purified FXIa, Boc-Glu-Ala-Arg-AMC fluorogenic substrate; inhibition, % at 5 µM; 220,000 compounds, 0.14% hits; AID 798;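 active means inhibition of at least 40%; inactive means inhibition below 40%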;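 further: fluorescence of freed AMC excited at 355 nm; 0% = enzyme without compound and 100% = no enzyme blank; many of its hits are not listed in these tables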
Target sequence (P03951 19-387 limits assumed): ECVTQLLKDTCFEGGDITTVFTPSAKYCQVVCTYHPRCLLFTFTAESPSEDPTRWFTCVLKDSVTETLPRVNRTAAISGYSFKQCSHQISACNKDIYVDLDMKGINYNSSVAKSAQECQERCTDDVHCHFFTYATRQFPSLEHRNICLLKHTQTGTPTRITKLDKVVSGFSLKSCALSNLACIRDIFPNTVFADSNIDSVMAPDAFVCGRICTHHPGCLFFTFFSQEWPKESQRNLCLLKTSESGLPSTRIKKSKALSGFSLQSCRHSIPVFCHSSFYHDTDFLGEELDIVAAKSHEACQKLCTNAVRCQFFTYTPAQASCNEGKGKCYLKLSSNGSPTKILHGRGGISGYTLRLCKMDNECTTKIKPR
Target sequence (P03951 388-625 limits assumed): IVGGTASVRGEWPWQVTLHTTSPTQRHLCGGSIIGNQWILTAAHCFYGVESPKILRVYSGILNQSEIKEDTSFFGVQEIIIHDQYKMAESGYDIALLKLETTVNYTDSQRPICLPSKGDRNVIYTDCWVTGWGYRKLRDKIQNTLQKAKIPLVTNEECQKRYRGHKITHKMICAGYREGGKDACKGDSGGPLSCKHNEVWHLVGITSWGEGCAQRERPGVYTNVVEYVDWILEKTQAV
Thrombin inh = thrombin (human) inhibition; P00734; alpha-thrombin, Boc-VPR-AMC fluorogenic substrate cleavage; inhibition, % at 5 µM; 220,000 compounds, 0.26% hits;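 active means inhibition at or above 40%; inactive means inhibition below 40%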;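 further: 0% = enzyme with no compound and 100% = wells without enzyme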
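signal = AMC fluorescence, 355/460 nm | material = human alpha-thrombin enzyme | control set = enzyme without compound as high, wells lacking enzyme as low | times = reaction at room temperature | read-out basis = percent inhibition scaled between no-compound controls and no-enzyme blanks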
FXIIa inh = inhibitors of human coagulation factor XIIa; P00748; purified FXIIa, Boc-QGR-AMC fluorogenic substrate, 2 h; inhibition, % at 5 µM; 220,000 compounds, 0.3% hits; AID 800; in the data active means inhibition above about 40%;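 further: 0% = enzyme with no compound and 100% = blank without enzyme; many of its hits are not listed in these tables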
Furin inh = human furin inhibition; P09958; purified furin, fluorogenic substrate cleavage; inhibition, % at 30 µM; 220,000 compounds, 0.061% hits; in the data active means inhibition above about 25%; further: inactives centre near -15
Cl transport mod = modulates chloride dependent transport by human KCC2. Q9H2X9. KCC2 cells, thallium flux FluoZin-2 fluorescence. B-score of Tl+ flux slope (higher = more flux/activation; lower = inhibition) at 10 µM. 190,000 compounds, 2.2% hits. AID 1456;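 active means thallium flux slope and its plate-corrected score both differing from the plate sample mean at a set confidence after two filtering rounds, in either direction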;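 further: slope of fluorescence scaled to starting intensity during 10 to 20 s after thallium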
PERK inh = blocks human PERK kinase. Q9NZJ5. CHO PERK-DD fusion, SEAP luminescence translation reporter. inhibition, % at 5.6 µM. 220,000 compounds, 0.17% hits;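 active means inhibition above the mean inhibition of all tested compounds plus 3 SD, set separately per screening campaign, cut at about 2.9% in these data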;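 further: PERK kinase domain activated by AP20187 dimerizer at 100 nM; 0% = DMSO with dimerizer and 100% = rapamycin at 8.4 µM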
* hit, by the source's call; . = no result given; [ ] = dose if it differs, or a comment. This is a subset; rates above refer to the full screens.

SMILES	Calpain2 inh	KLK5 inh	Rad51 HR inh	FXIa inh 1536	Thrombin inh	FXIIa inh	Furin inh	Cl transport mod	PERK inh
O=C(CSc1cn(Cc2cccc(F)c2)c2ccccc12)NCc1ccc(F)cc1	-10	-7	-5	7	-1	12	-14	0.68	2.0
COc1ccc(C(=O)Oc2cc(C)[nH]c(=O)c2[N+](=O)[O-])cc1	-3	-16	.	6	-5	8	-6	-0.16	-0.4
Cc1c(N/C(=N/S(=O)(=O)c2cc([N+](=O)[O-])ccc2Cl)c2ccccc2)c(=O)n(-c2ccccc2)n1C	10	.	.	1	-3	11	-30	0.54	0.3
O=C(Cn1cnc2c(cnn2-c2ccc(F)cc2)c1=O)N1CCN(c2ccccc2)CC1	10	-3	1	1	-6	5	-9[20 µM]	-1.8	0.4
Nc1nc(-c2ccccc2)cc(N2CCCCC2)n1	-13	-11	0	10	-1	11	-18[20 µM]	1.1	-0.3
O=C(O)CC1S/C(=N/N=C/c2ccc(-c3ccc(Cl)c([N+](=O)[O-])c3)o2)NC1=O (centres undefined)	27	4	3	7	5	.	-18	0.41	-0.4
COc1ccc(Cl)cc1NC(=S)N1CCN(C(=O)C2CCCO2)CC1 (centres undefined)	-6	.	.	1	1	13	-36	-0.19	0.6
O=C(NC1=NCCS1)c1ccccc1OCc1ccc(F)cc1	40	34	-7	31	-1	22	-6	.	-0.5
COc1cc(NC(=O)C2CCCCC2)c(OC)cc1NC(=O)c1ccco1	16	-12	2	2	2	0	-11	-0.4	0.1
CC(C)NC(=O)N(O)C1N(Cc2ccc3c(c2)OCO3)C(=S)SC1(C)C (centres undefined)	23	1	-3	-1	0	9	-14	0.044	-1.5
O=C(O)CCC(=O)c1ccc2ccc3cccc4ccc1c2c34	-325	-15	-9	-11	-7	-5	-24	-4.4	0.8
NC(=O)COC(=O)CCCc1c[nH]c2ccccc12	-39	-14	0	-5	7	9	-11	.	2.2
CCOC(=O)C1=C(C)NC2=C(C(=O)CCC2)C1c1coc2ccccc2c1=O (centres undefined)	-24	-2	-1	2	-2	-9	-21[20 µM]	.	-0.7
CN1CC(c2ccc(Cl)c(Cl)c2)[C@@]2(COc3ccccc3C2=O)[C@@]12C(=O)Nc1ccccc12 (some centres undefined)	-57	-6	-2	5	3	15	-7[20 µM]	1	-0.2
O=C(COC(=O)c1ccc2ccccc2c1)Nc1ncc(C(F)(F)F)cc1Cl	-60	-16	-3	5	-5	5	-21[20 µM]	.	0.4
COc1ccc(/C=C2/SC(=O)N(CCNC(=O)CC(NC(C)=O)c3ccccc3)C2=O)cc1 (centres undefined)	24	-3	-9	0	3	6	-13	-0.088	-0.1
COc1ccc(/C=C2\SC(=O)N(CCNC(=O)C3CCN(S(=O)(=O)c4cccs4)CC3)C2=O)cc1	-12	-18	-3	6	7	16	-12	0.029	0.4
CCOC(=O)N1CCC(NC(=O)c2ccc3c(c2)sc2nc(-c4cccc(OC)c4)cn23)CC1	-120	13	.	5	1	10	-9	-1.1	-1.3
CCc1ccc(/C=N/NC(=O)c2ccccn2)cc1	2	-2	.	1	-3	4	-22	-0.76	0.6
Cc1ccc(-c2nc3ncccc3o2)cc1NC(=O)c1cccnc1	-25	-2	0	-5	-2	6	-23	1.1	1.2
CCc1ccc(N(CC)C(=O)c2ccc3c(Cl)c4c(nc3c2)CCC4)cc1	2	-12	-2	6	1	12	2	-1	-0.3
Cc1cc(C(=O)COC(=O)CC2Sc3ccccc3NC2=O)c(C)n1-c1cccc(C(F)(F)F)c1 (centres undefined)	-27	-9	-2	0	-5	2	2	-0.36	-0.6
c1cncc(-c2noc(-c3ccco3)n2)c1	-39	-2	-9	1	-5	0	-24	0.12	1.0
Cc1nc2sc(-c3ccccc3)nn2c(=O)c1Br	6	-9	.	3	0	8	-15	-0.88	0.1
Cc1ccc(-c2cc(=O)[nH][nH]2)c(C)c1	-42	2	3	4	-1	12	-11	-0.043	0.2
Going on with the list:
SMILES	Calpain2 inh	KLK5 inh	Rad51 HR inh	FXIa inh 1536	Thrombin inh	FXIIa inh	Furin inh	Cl transport mod	PERK inh
CCOc1ccccc1-c1nc(CN2CCCC2c2nccs2)c(C)o1 (centres undefined)	-80	2	-1	-1	-1	13	-30	-0.68	0.7
CN(C)c1ccnc(SCc2ccccc2Cl)c1C#N	-3	-1	3	-4	-2	10	-4	1.4	-0.2
O=C(NC1CCCCC1)C(c1ccncc1)N(Cc1ccc2c(c1)OCO2)C(=O)C(F)(F)F (centres undefined)	-7	-14	0	-2	-3	4	-22[20 µM]	-0.45	-0.5
COc1ccc(-c2nc3cc(NC(=O)c4ccc5c(c4)OCO5)ccc3o2)cc1	-105	-13	0	-1	-2	9	-19	0.84	0.7
COc1ccc(NS(=O)(=O)c2cc(NC(=O)c3nn(C)c(=O)c4ccccc34)ccc2OC)cc1	-28	-2	2	-5	-9	5	-25	-0.0075	-0.5
COC(=O)c1ccc(C(=O)OC)c(NC(=S)N2CCN(c3ccccc3F)CC2)c1	3	-7	22	-20	-2	7	-25	-2.3	-0.2
Cc1cc(C)nc(NC(=O)C(c2ccccc2)c2ccccc2)n1	4	-12	-10	-1	1	10	-32[20 µM]	.	1.4
c1cc2[nH]snc2c2nc(C3CC3)nc12	-11	-9	7	8	1	33	-7	0.49	1.0
Cc1cc(OCC(=O)Nc2cc(-c3nn4c(C)nnc4s3)ccc2C)ccc1Cl	-25	-1	3	-2	-5	8	-2	-0.74	-0.3
COc1ccc(C(C)=O)c(Oc2nc(CN3CCOCC3)nc3scc(-c4cccs4)c23)c1	-115	28	-5	2	2	9	-24	-1.9	-1.9
C=CCc1cccc(/C=N/NC(=O)c2ccccc2Br)c1O	34	.	.	-1	-1	4	-19	-1.2	2.1
FC(F)(F)c1nnc2n1N=C(c1cccs1)CS2	-23	-3	4	-4	-9	4	-17	-0.39	1.2
COc1ccc(S(=O)(=O)Nc2ccc(S(=O)(=O)Nc3nc(C)cc(C)n3)cc2)cc1OC	8	-13	8	-4	-21	8	-15[20 µM]	0.23	0.6
O=S(=O)(Nc1ccc(S(=O)(=O)N2CCOCC2)cc1)c1ccccc1	2	-3	1	-6	0	10	-30	0.076	0.6
O=C(c1ccc(Cl)cc1)N1CCN(C(=O)c2ccco2)CC1	-26	1	0	-1	4	13	-20	.	0.8
C=C(C(=O)c1ccccc1)C(C(=C)C(=O)c1ccccc1)c1ccc(OC)cc1	16	2	-10	7	-3	9	-5	-0.54	-1.1
CCOC(=O)C(C(=O)OCC)C(Nc1ccccc1)c1ccccc1 (centres undefined)	13	-4	.	0	-1	5	-4	0.34	0.8
CCOC(=O)/C(N=Nc1ccc(Cl)cc1)=C(/O)c1ccc([N+](=O)[O-])cc1	-21	-1	.	-1	-6	7	-14[20 µM]	0.046	1.2
COc1ccc(-c2nc(C#N)c(NCc3cccnc3)o2)cc1OC	-63	-24	-36	16	-3	27	-1[20 µM]	0.0069	-0.6
Cc1nc(SCC(=O)NC(=O)NC(C)(C)C)nc(C)c1C	-3	2	-10	1	1	6	-24	0.1	0.4
CCCCCN(C(=O)NC(=O)Nc1ccccc1C)S(C)(=O)=O	-7	3	-2	-3	-7	3	-25	.	-0.5
CCOC(=O)c1ccc(N2CSC3=C(C#N)C(c4ccc(OC)cc4OC)CC(=O)N3C2)cc1 (centres undefined)	-38	-11	-4	3	1	15	-25	.	-0.6
COc1ccc(CN(CCC(c2ccccc2)c2ccco2)C(=O)c2ccco2)cc1 (centres undefined)	-3	-10	-6	6	-2	5	-9	0	0.5
COc1cccc(Nc2ccc(Nc3cccc(OC)c3)nn2)c1	24	53*	2	9	15	7	-10	-0.43	-1.1
C#CCNC(=O)C1=C[C@H](c2coc3ccccc3c2=O)C[C@H](OCc2ccc(CO)cc2)O1	-18	0	-1	0	0	7	-28	-0.24	1.4
The list goes on.
SMILES	Calpain2 inh	KLK5 inh	Rad51 HR inh	FXIa inh 1536	Thrombin inh	FXIIa inh	Furin inh	Cl transport mod	PERK inh
CCC(C)NC(=O)N[C@@H](CCSC)C(=O)O (some centres undefined)	-25	2	2	-2	-20	-4	-28	-0.021	1.0
Cn1c(=O)[nH]c(=O)c2c1nc(N1CCc3ccccc3C1)n2CCSc1nc2ccccc2s1	41	-26	-10	-2	-7	-2	-18[20 µM]	-0.65	-0.7
Cn1c(=O)oc2cc(S(=O)(=O)N3CCN(c4cccc(Cl)c4)CC3)ccc21	-17	14	-34	10	3	21	-18	1.8	1.3
CCCC1(C(=O)O)NC(c2ccccc2O)C2C(=O)N(Cc3ccccc3)C(=O)C21 (centres undefined)	-20	-2	7	1	-1	13	-20	-0.59	0.4
CCN1C(=O)C(F)(CC)C(=O)c2ccccc21 (centres undefined)	-7	-10	-7	-12	-14	1	-14	1	0.1
O=C(O)c1ccccc1NC(=S)NC(NC(=O)c1ccccc1[N+](=O)[O-])C(Cl)(Cl)Cl (centres undefined)	-14	-9	-6	29	2	23	-7	.	0.3
N#Cc1ccsc1NC(=O)c1ccc(Cl)c([N+](=O)[O-])c1	23	-2	-26	4	-4	6	-6	-5.3*	4.3*
CCSC1=NCCN1C(=O)c1ccc(S(=O)(=O)N(CC)CC)cc1	3	-9	40*	-2	5	5	-18	-0.41	2.0
Cc1nc2cc(NC(=O)c3ccc(N4C(=O)CCC4=O)cc3)ccc2s1	6	0	5	9	-3	15	-16	-1.8	0.3
O=C(O)CCN1C(=O)/C(=C\c2ccncc2)SC1=S	7	-7	-5	11	-1	10	-19	-0.36	0.8
CCCCCOc1ccc(NC(=O)C2OC3OC(C)(C)OC3C3OC(C)(C)OC23)cc1 (centres undefined)	0	-10	4	6	-2	16	-17	0.44	1.5
C/C(=N\NC(=O)C1CC1)c1ccc(Cl)cc1	0	-5	1	-3	-8	-2	-17	0.76	0.3
CC(/C=C1\SC(=S)N(NC(=O)c2cccc(O)c2)C1=O)=C\c1ccccc1	0	-8	2	-3	-1	12	-18	-0.4	1.4
N#Cc1ccc(CSc2nnc(NC(=O)C3CCCO3)s2)cc1 (centres undefined)	17	5	-5	-10	6	-14	-11	-2.9e-05	-0.2
O=C(NCc1ccco1)C(=O)NCC1OCCCN1S(=O)(=O)c1ccc(Cl)cc1 (centres undefined)	-12	-2	-2	-1	-5	4	-22	-0.69	1.4
CC(C)CC(c1nnnn1C1CCCC1)N1CCC(C(N)=O)CC1 (centres undefined)	51*	2	-8	-2	.	4	-7	2.7*	-0.4
Cc1ccc(C(=O)N/N=C\c2ccc(-c3ccc(Cl)c(Cl)c3)o2)cn1	-51	11	-9	2	7	11	9	.	-0.1
Cc1cc(OCCN2CCOCC2)nc2ccccc12	-23	-12	2	6	3	0	-17	.	0.1
COc1ccc(C(CNC(=O)c2ccc(S(=O)(=O)N3CCCC3)cc2)N2CCOCC2)cc1 (centres undefined)	-3	-4	1	1	-3	8	-12	-1.2	1.1

Entries of single compounds from above.
Profile of `CC(/C=C1\SC(=S)N(NC(=O)c2cccc(O)c2)C1=O)=C\c1ccccc1` → Calpain2 inh: 0; KLK5 inh: -8; Rad51 HR inh: 2; FXIa inh 1536: -3; Thrombin inh: -1; FXIIa inh: 12; Furin inh: -18; Cl transport mod: -0.4; PERK inh: 1.4
Profile of `Cn1c(=O)oc2cc(S(=O)(=O)N3CCN(c4cccc(Cl)c4)CC3)ccc21` → Calpain2 inh: -17; KLK5 inh: 14; Rad51 HR inh: -34; FXIa inh 1536: 10; Thrombin inh: 3; FXIIa inh: 21; Furin inh: -18; Cl transport mod: 1.8; PERK inh: 1.3
